Compound activity as filed in PubChem BioAssay.
AmpC detergent – inhibitors of E. coli AmpC beta-lactamase with detergent; AmpC hydrolysis of nitrocefin, absorbance 480 nm, 0.01% Triton; Potency, µM (top dose mostly 114 µM), for inactives: at the top dose activity change, negative = inhibition, most hits filed as inhibitors; actives 0.041% (n = 370,000); AID 485294;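 further: potency means the concentration at half of the fitted maximal effect; 0% = no-compound wells and -100% = no-enzyme wells; nearly all actives have a fitted effect of over 25% in size; some results filed as inactive show a strong effect at the top dose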
Target sequence (P00811 whole entry, looked up): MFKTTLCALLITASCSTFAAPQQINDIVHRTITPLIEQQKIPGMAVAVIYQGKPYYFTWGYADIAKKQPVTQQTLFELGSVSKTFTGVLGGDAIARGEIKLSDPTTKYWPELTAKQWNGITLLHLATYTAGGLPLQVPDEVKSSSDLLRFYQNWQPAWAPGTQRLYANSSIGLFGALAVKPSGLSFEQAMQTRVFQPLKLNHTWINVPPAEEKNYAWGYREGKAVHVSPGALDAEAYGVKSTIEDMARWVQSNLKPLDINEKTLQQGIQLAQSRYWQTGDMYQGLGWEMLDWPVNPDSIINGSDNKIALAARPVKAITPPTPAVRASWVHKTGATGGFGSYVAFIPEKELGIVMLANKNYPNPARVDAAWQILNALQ
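20 mM phosphate pH 7.0 + 0.01% (detergent screen) or 0.0001% Triton X-100; 5.3 nM AmpC reagent; cpd preinc 15 min RT; nitrocefin (800 uM stock) to start; A480 q20 s × 4 min; Activity was normalised to no-enzyme and no-compound control wells.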
HCV inhibitor – blocks hepatitis C virus | Huh7.5.1 HCVcc-Cre infection, luciferase reporter, 44 h | Potency, µM (titrated, usually from 41.8 µM), for the others: at the top dose activity change, negative = inhibition, hits mostly inhibitors | actives 3.4% (n = 340,000); further: potency means the concentration at half of the fitted maximal effect
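Infectious HCVcc-Cre (~0.5 moi) was added to cells just after compound, with cells seeded 4 h earlier at 1,000 per well. Luciferase activity after 44 h culture reported infection; substrate was incubated 15 min at room temperature before reading.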
Sm TGR inh – inhibitors of Schistosoma mansoni thioredoxin glutathione reductase. Q962Y6. purified TGR, DTNB reduction, TNB absorbance 405 nm. Potency, µM (top dose mostly 114 µM), for the others: top-dose activity change, negative = inhibition, hits mostly inhibitors. actives 3% (n = 360,000). AID 485364; further: potency means the concentration at half of the fitted maximal effect; nearly all actives have a fitted effect of over 60% in size
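Kinetic colorimetric format: TGR-catalysed, NADPH-driven DTNB reduction monitored via TNB absorbance. Enzyme dispensed at 20 nM; compound exposure 15 min at room temperature before reaction start.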
AMA1-RON2 inh – AMA1-RON2 (P. falciparum) interaction inhibition | AlphaScreen AMA1-biotinylated RON2 peptide binding | Potency, µM (titrated, usually from 58.2 µM), inactives show at the highest dose activity change, negative = inhibition, actives largely listed as inhibitors | actives 0.2% (n = 360,000) | AID 720542;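 further: potency means the concentration at half of the fitted maximal effect; 0% = vehicle wells and -100% = peptide control; nearly all actives have a fitted effect of over 45% in size; some results filed as inactive show a strong effect at the top dose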
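AMA1 (3D7) with his tag at 25 nM final met compounds first, then biotinylated RON2 peptide at 25 nM; detection used donor plus acceptor beads, 10 µg/mL apiece, read by AlphaScreen after 30 min at room temperature.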
Giardia FBPA inh – inhibitors of Giardia lamblia fructose-1,6-bisphosphate aldolase; A8B2U2; purified Giardia FBPA; Potency, µM (top dose mostly 59.6 µM), without a hit: top-dose activity, negative = inhibition, actives largely listed as inhibitors; actives 0.71% (n = 290,000); further: potency means the concentration at half of the fitted maximal effect; nearly all actives have a fitted effect of over 55% in size
Target sequence (A8B2U2 whole entry, looked up): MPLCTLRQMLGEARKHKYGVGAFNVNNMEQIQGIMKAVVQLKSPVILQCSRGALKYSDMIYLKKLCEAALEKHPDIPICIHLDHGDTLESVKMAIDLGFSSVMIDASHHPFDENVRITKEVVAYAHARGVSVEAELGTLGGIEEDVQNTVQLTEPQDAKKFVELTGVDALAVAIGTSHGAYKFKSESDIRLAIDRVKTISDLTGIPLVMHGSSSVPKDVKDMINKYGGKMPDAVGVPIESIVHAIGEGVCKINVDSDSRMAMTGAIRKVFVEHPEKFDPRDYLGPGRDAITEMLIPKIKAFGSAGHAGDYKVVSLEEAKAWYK
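40 nM FBPA preincubated 10 min at RT with compound (up to 57.5 uM final), then substrate plus GAPDH/TPI/NAD/arsenate coupling and diaphorase/resazurin added. Fluorescence read after 20 min at RT, 525/598 nm.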
HCMV inh – inhibitors of human cytomegalovirus. actives 4.5% (n = 410,000). HFF cells, HCMV-luciferase reporter, 72 h; stronger effect = lower value. AID 1259415. activity change, negative = inhibition, % at 57.5 µM; in the data active means activity change below about -60%; inconclusive means no clear call, values can overlap the other calls; inactive means above about -39%
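Cell-based, HFFs, 1000 cells/well, 16 h 37C; cpds in DMSO + HCMV-luc, MOI 1 PFU/cell; 72 h 37C; OneGlo luminescence after 5 min RT; norm. to buffer vs Salinomycin 10uM.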
* = called active by the depositor; ? = inconclusive; / = not tested or not shown; & = joins results of further samples; ! = not confirmed by another sample; [ ] = another dose, or the depositor's remark. Unless noted, the call rests on the fitted dose curve; in most records, active means well fitted curve in the direction sought with a large enough effect; inconclusive means small, poorly fitted or top-dose-only effect, or another doubt; inactive means no such curve, though single readings can be large; an effect the other way counts as inactive or inconclusive. Unless noted, on the % scale 0 is the no-effect control and ±100 the full control effect. No enrichment for hits; overall some 9.3% were active at least once.

Below each compound – AmpC detergent | HCV inhibitor | Sm TGR inh | AMA1-RON2 inh | Giardia FBPA inh | HCMV inh
> Cc1ccc(S(=O)(=O)NCCC(=O)Nc2ccc(C)c(Cl)c2)cc1C
 : -5% | -12% | 4% | 0% | -15% | -14
> Cc1ccc(NC(=O)CNC(=O)CC23CC4CC(CC(C4)C2)C3)c(O)c1
 : ? | 6% | -17% | -4% | / | -30
> CCc1ccc(NC(=O)C(=O)NCC(c2ccc3c(c2)OCO3)N2CCN(C)CC2)cc1 (configuration not stated)
 : 2% | / | 2% | / | / | -10
> Brc1cccc(CNc2nc3ccccc3n2CCN2CCOCC2)c1
 : -1% | 0% | / | -7% | -2% | -21
> COc1ccccc1NC(=O)c1oc2ccccc2c1NC(=O)c1ccco1
 : 0% | ? | -12% | -3% | -1% | -26
> CN1CCN(NC(=O)/C=C/c2ccc(C(C)(C)C)cc2)CC1
 : ? | ? | 0% | -16% | 26% | ?
> CCOc1ccc(N2C(=O)/C(=C\c3ccccc3OC)S(=O)(=O)C2c2cccc([N+](=O)[O-])c2)cc1 (configuration not stated)
 : ? | -13% | 6% | 6% | 4% | 44
> O=C(NNC(=O)C1CCN(C(=O)Nc2ccccc2)CC1)c1ccc([N+](=O)[O-])cc1
 : -5% | 3% | -5% | 7% | / | 16
> Cc1nnc2n(c1=O)N=C(c1ccc(Cl)cc1)CS2
 : -5% | -13% | -7% | 46%[activator] | -4% | 186
> Cc1cc(N2C(=O)C(O)=C(C(=O)c3ccco3)C2c2ccc(Cl)cc2)no1 (configuration not stated)
 : 2% | 7% | -29% | -9% | / | ?
> Cn1c(NC(=O)c2ccc(F)cc2)c(-c2cccs2)c(=O)c2ccccc21
 : 1% | -22% | 9% | -13% | -3% | 16
> Cc1ccc(Nc2nc3ccccc3c(=O)s2)cc1C
 : -14% | 9% | -9% | 68%[activator] | 5% | -73*
> Cc1cc(NC(=O)c2ccc(-c3ccccc3[N+](=O)[O-])o2)no1
 : / | ? | / | -4% | / | -3
> CN(CC(=O)Nc1ccc(Cl)cc1)C(=O)CNC(=O)c1cccs1
 : 0% | ? | -4% | 6% | / | 0
> CN(C)c1ccc(/C=C(\NC(=O)c2ccccc2)C(=O)NCCN2CCOCC2)cc1
 : 2% | 5% | 5% | -4% | 9% | 9

Some of the entries above in a different format:
Cc1cc(NC(=O)c2ccc(-c3ccccc3[N+](=O)[O-])o2)no1
  AmpC detergent = /
  HCV inhibitor = ?
  Sm TGR inh = /
  AMA1-RON2 inh = -4%
  Giardia FBPA inh = /
  HCMV inh = -3
CN(CC(=O)Nc1ccc(Cl)cc1)C(=O)CNC(=O)c1cccs1
  AmpC detergent = 0%
  HCV inhibitor = ?
  Sm TGR inh = -4%
  AMA1-RON2 inh = 6%
  Giardia FBPA inh = /
  HCMV inh = 0

The list continues:
Below each compound – AmpC detergent | HCV inhibitor | Sm TGR inh | AMA1-RON2 inh | Giardia FBPA inh | HCMV inh
> CCOc1ccc(OCC(=O)OCn2c(SC)nnc(C)c2=O)cc1
 : 0% | 10% | 10% | 0% | 1% | -25
> Cc1ccc(C(=O)OCC(=O)N(CC(C)C)c2c(N)n(Cc3ccccc3)c(=O)[nH]c2=O)o1
 : ? | -2% | -12% | 0% | / | -21
> Cc1cc(C)c2c(-n3cccc3)c(NC(=O)OCc3ccccc3)sc2n1
 : ? | ? | 2% | -15% | 0% | -20
> CC(=O)NCN1CCN(CNC(C)=O)CC1
 : -12% | 11% | -29%[11.4 µM] | 3% | 4% | -2
> Cc1ccc(-n2nc3c(=O)n(CC(=O)NC(C)C)nc(C)c3c2C)cc1
 : 16% | / | 1% | / | / | 0
> Cc1ccc(C(=O)Nc2cccc(NC(=O)c3cccnc3)c2)cc1
 : 3% | ? | 4% | -14% | -3% | 6
> Cc1cc(C)nc(NC2=NCC(=O)N2c2ccc(F)c(Cl)c2)n1
 : 0% | ? | -3% | 0% | -15% | -8
> COc1cccc(C(=O)C2CCCN(Cc3ccc(F)cc3)C2)c1 (configuration not stated)
 : -8% | -2% | -2% | -11% | 12% | 13
> CCC(C)(C)NC(=O)C1CCN(c2nc(C)cc(C)n2)CC1
 : -3% | 20% | 0% | 17% | 2% | 26
> COc1cc(C(C)=O)ccc1OCC(=O)Nc1cc(S(=O)(=O)N2CCOCC2)ccc1N1CCCC1
 : / | 23% | / | 6% | / | 36
> C[C@]12CCC(=O)C=C1CC[C@@H]1[C@@H]2[C@@H](O)C[C@@]2(C)[C@H]1CC[C@]2(O)C(=O)CO
 : -4% | ? | -10% | 0%&24% | -6%&-4% | 115&74
> O=S(=O)(NCc1cc(-c2ccc(Cl)cc2)no1)c1ccc(Cl)cc1
 : -6% | 24% | -10% | -5% | -1% | -6
> O=C(c1ccc2c(c1)C(=O)N(Cc1ccco1)C2O)N1CCOCC1 (configuration not stated)
 : ? | -4% | 30% | 18% | -2% | -36
> CC12CC(NC(=O)N1Cc1ccccc1)c1ccccc1O2 (configuration not stated)
 : ? | ? | -27% | 3% | -3% | -20
> CCOC(=O)Cc1csc(NC(=O)CCCC(=O)O)n1
 : -6% | 22% | 8% | -13% | 5% | 16
> Cn1c(=O)c2[nH]c(Cc3ccsc3)nc2n(C)c1=O
 : / | -16% | / | -2% | / | 12
> O=C(O)/C=C/C(=O)Nc1ccccc1-c1ccccc1NC(=O)/C=C/C(=O)O
 : -16% | 26% | 8.9µM* | 0% | -2% | -15
> Nc1cnn(Cc2ccc(F)cc2)c1
 : -5% | 14% | / | -2% | -16% | 9
> Nn1c(Cc2cccc3ccccc23)nnc1SCc1ccccc1Cl
 : 10% | -3% | 4% | -11% | -3% | 24
> Cc1ccc(CN2CCN(Cc3ccco3)CC2)cc1
 : -15% | 6% | 0% | -17% | 16µM* | 61
> O=S(=O)(Nc1ccc(Br)cc1)N1CCOCC1
 : 1% | -4% | 0% | -2% | 3% | -20
> COc1ccccc1C(=O)NCc1ccc2c(c1)CCN2C(=O)c1ccncc1
 : 1% | / | -5% | / | / | 20
> O=C(NNc1nc(-c2ccccc2)cs1)c1cccs1
 : -2% | ? | -20% | 50%[activator] | 5% | -8
> CCCNc1ccc(-c2nc(-c3ccccn3)no2)cc1[N+](=O)[O-]
 : -1% | / | 4% | / | / | 48
> O=C(Nc1ccc(S(=O)(=O)N2CCOCC2)cc1)c1ccc([N+](=O)[O-])cc1Cl
 : -1% | ? | -32% | 4% | 11% | -7
> COc1cc(NC(=S)NCc2ccco2)c(OC)cc1Cl
 : -6% | -10% | 21% | -19% | -2% | -32
> COc1ccc2[nH]c(=O)c(CN(Cc3cccs3)S(=O)(=O)c3cccc4nsnc34)cc2c1
 : 1% | 10µM*! | -7% | -3% | -24% | ?
> C=CCN1C(C(=O)c2ccccc2)=C(OC(=O)COc2ccccc2)c2ccccc2S1(=O)=O
 : -3% | ? | 11µM* | 3% | -4% | -35
> CCCN1Cc2cccc(C(N)=O)c2C1=O
 : ? | -3% | 0% | 21% | 0% | -12
> COc1ccc(Cn2c(=O)c3cccnc3n(CC(=O)Nc3c(C)cc(C)cc3C)c2=O)cc1
 : 22% | / | 3% | / | / | 15

The final 5 compounds of the section above lead into the next:
Below each compound – AmpC detergent | HCV inhibitor | Sm TGR inh | AMA1-RON2 inh | Giardia FBPA inh | HCMV inh
> COc1cc(NC(=S)NCc2ccco2)c(OC)cc1Cl
 : -6% | -10% | 21% | -19% | -2% | -32
> COc1ccc2[nH]c(=O)c(CN(Cc3cccs3)S(=O)(=O)c3cccc4nsnc34)cc2c1
 : 1% | 10µM*! | -7% | -3% | -24% | ?
> C=CCN1C(C(=O)c2ccccc2)=C(OC(=O)COc2ccccc2)c2ccccc2S1(=O)=O
 : -3% | ? | 11µM* | 3% | -4% | -35
> CCCN1Cc2cccc(C(N)=O)c2C1=O
 : ? | -3% | 0% | 21% | 0% | -12
> COc1ccc(Cn2c(=O)c3cccnc3n(CC(=O)Nc3c(C)cc(C)cc3C)c2=O)cc1
 : 22% | / | 3% | / | / | 15
> OCCC1CN(Cc2cn[nH]c2C2CCCCC2)CCN1C1CCCC1 (configuration not stated)
 : -5% | 5% | 14% | 1% | -1% | -15
> CCc1ccc(NC(=O)Cn2nnc(C(=O)Nc3ccc(F)cc3)c2N)cc1
 : 15% | / | 4% | / | / | -13
> CC(C)c1ccccc1OCCNS(C)(=O)=O
 : ? | 12% | 5% | 8% | -4% | -36
> CCOc1ccc(CCNC(=O)CN2C(=O)NC3(CCCC3)C2=O)cc1OCC
 : 3% | -3% | 3% | -12% | / | 8
> CCN1C(=O)[C@H]2[C@@H](c3ccc(-c4ccccc4)cc3)N[C@@](C)(C(=O)OC)[C@H]2C1=O
 : -1% | 17% | 40µM* | -5% | / | 13
> N=c1c2c(ncn1CCN1CCOCC1)Oc1ccc3ccccc3c1C2c1ccccc1 (configuration not stated)
 : ? | 6% | 5% | -9% | -5% | 7
> CCOC(=O)c1ccc(NC(=O)Nc2ccccn2)cc1
 : -1% | -12% | 1% | 8% | -2% | 0
> COc1cc(NC(=O)c2cc(C)on2)cc(C(=O)Nc2cccc(C(F)(F)F)c2)c1
 : -9% | ? | 19% | -5%&-1% | -3% | 8&-23
> Brc1nc(-c2ccccc2)nc(-c2ccccc2)c1Br
 : / | -6% | / | -6% | / | 29
> S=C(Nc1ccccc1)Nc1ccc2ccccc2c1
 : / | ? | / | 42%[activator] | / | -34
> CC(=O)Nc1ccc(NC(=O)C2CC(=O)N(c3cccc(Cl)c3)C2)cc1 (configuration not stated)
 : ? | -6% | -5% | 1% | 5% | 115
> COCCOC(=O)C1=C(C)NC2=C(C(=O)CC(C)(C)C2)C1c1ccc2c(c1)OCO2 (configuration not stated)
 : 0% | 19% | -2% | 9% | 6% | 14
> Cc1nnc(N/N=C/c2c(O)n(-c3cccc(C(F)(F)F)c3)c(=O)c3ccccc23)[nH]c1=O
 : 4% | / | -22% | / | 4% | 12
> CCOC(=O)c1c(C)n(COCCO)c2ccc(O)cc12
 : -11% | ? | 0% | 38%[activator] | 3% | 1
> C[C@H](CO)N1C[C@H](C)[C@@H](CN(C)C)Oc2c(NC(=O)CCC(F)(F)F)cccc2C1=O
 : / | 8% | / | 0% | / | -34
> C1COCCNCCOCCOCCN1
 : -14% | -6% | -18% | 2% | -4% | 32
> COCCCNC(=O)C1CC(=O)OC1c1ccc(OC)c(OC)c1 (configuration not stated)
 : -5% | 6% | -21% | -9% | 0% | -13
> CCCCCn1c(CNC(=O)CC)nc2ccccc21
 : -11% | 2% | -19% | -1% | 2% | -19

For reference, some entries already given.
Below each compound – AmpC detergent | HCV inhibitor | Sm TGR inh | AMA1-RON2 inh | Giardia FBPA inh | HCMV inh
> OCCC1CN(Cc2cn[nH]c2C2CCCCC2)CCN1C1CCCC1 (configuration not stated)
 : -5% | 5% | 14% | 1% | -1% | -15
> CCc1ccc(NC(=O)Cn2nnc(C(=O)Nc3ccc(F)cc3)c2N)cc1
 : 15% | / | 4% | / | / | -13
> CC(C)c1ccccc1OCCNS(C)(=O)=O
 : ? | 12% | 5% | 8% | -4% | -36
> CCOc1ccc(CCNC(=O)CN2C(=O)NC3(CCCC3)C2=O)cc1OCC
 : 3% | -3% | 3% | -12% | / | 8
